ERG Ets-DNA blk: qHTS for Small Molecule Inhibitors of the ERG Ets/DNA interaction; fluorescence polarization, His-ERG Ets domain / labelled DNA; Potency, µM (series often up to 76.9 µM), without a hit: at the top dose FP activity, negative = inhibition, actives largely listed as inhibitors; 0.028% of 370,000 active; AID 624246, 2012; active = well fitted inhibition curve with a large enough effect in the polarisation, with a control signal flat; inconclusive = small, poorly fitted or top-dose-only effect, or effect the other way, or a change in a side signal; inactive = no such curve, though single readings can be large or run the other way; the % refers to the polarisation;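 note: polarization taken with two DNA probes labelled with fluorescein and Texas red; potency is the fitted concentration of half-maximal effect; % of control where 0% means no effect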
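His-tagged ERG Ets domain (1 uM in the protein solution; 300mM KCl, 50mM Tris-HCl, 1mM EDTA, 1mM DTT, pH 7.5) received compound, then a probe mix of 5 nM fluorescein-DNA and 100nM Texas-615-DNA. Fluorescence polarization was read for both dyes.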
ALOX12 inh: Primary qHTS assay for inhibitors of human arachidonate 12S-lipoxygenase (ALOX12): Round 2; Polyunsaturated fatty acid lipoxygenase ALOX12 (Homo sapiens), P18054; purified 12hLO, xylenol orange hydroperoxide absorbance; Potency, µM (top dose mostly 108 µM), without a hit: top-dose activity change, negative = inhibition, actives largely listed as inhibitors; 1.1% of 580,000 active; AID 1671190, 2021; note: potency is the fitted concentration of half-maximal effect; % is set by controls: 0 for no effect and ±100 for the full control effect
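Purified human 12hLO (150 nM final) in 25 mM Hepes, 0.01% Triton X-100, pH 7.0 was preincubated 15 min at room temperature with compound. Then 40 uM arachidonic acid was added, 30 min. Hydroperoxide was read by Fe-XO absorbance ratio 573/405 nm.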
Anesthetic bind: qHTS Assay for Identification of Novel General Anesthetics; Ferritin light chain (Equus caballus), P02791; apoferritin/1-aminoanthracene competitive binding, fluorescence; Potency, µM (series often up to 77.5 µM), for the others: at the top dose activity change, negative = displacement, actives largely listed as inhibitors; 0.074% of 350,000 active; AID 485281, 2010; note: potency is the fitted concentration of half-maximal effect; % is set by controls: 0 for no effect and ±100 for the full control effect; nearly all actives have a fitted effect of over 20% in size
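Read-out: endpoint 1-AMA fluorescence, excitation 380 nm and emission 535 nm, after compounds sit 10 min at room temperature with 10 uM horse-spleen apoferritin in 50% saturated 1-AMA/PBS. Values come from four-parameter Hill fits.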
POLB inh: qHTS Assay for Inhibitors of DNA Polymerase Beta; AID 485314, 2010; Potency, µM (titrated, usually from 114 µM), inactives show at the top dose activity change, negative = inhibition, usual class: inhibitors; Pol beta primer extension/strand displacement, fluorescence kinetic; 1.3% of 340,000 active; note: potency is the fitted concentration of half-maximal effect; % is set by controls: 0 for no effect and ±100 for the full control effect
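Human Pol beta at 10 nM; strand-displacement substrate 50 nM final. Compound exposure 15 min at room temperature before start, reaction 10 min at room temperature.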
Pol kappa inh: qHTS for Inhibitors of Polymerase Kappa; Potency, µM (top dose mostly 107 µM), without a hit: top-dose activity, negative = inhibition, most hits filed as inhibitors; DNA polymerase kappa (Homo sapiens), Q9UBT6; 0.53% of 400,000 active; purified Pol kappa, fluorescent DNA synthesis assay, 10 min; note: potency is the fitted concentration of half-maximal effect; % is set by controls: 0 for no effect and ±100 for the full control effect
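Inhibition of 10 nM Pol kappa is measured by a fluorescent read-out at 0 and 10 min following addition of 50 nM substrate (final), with a 15-min room-temperature compound preincubation.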
LDHA inh: qHTS assay for inhibitors of human lactate dehydrogenase. 0.15% of 480,000 active. activity change, % (values are at about 110 or 230 µM). L-lactate dehydrogenase A chain (Homo sapiens), P00338. purified LDHA, NADH/diaphorase-resazurin fluorescence; stronger effect = lower value; in the data active = activity change below about -30%; inconclusive = mostly about -25% to -30%;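 note: plate controls were DMSO wells for no effect and wells without enzyme for full effect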
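Enzyme activity of human lactate dehydrogenase 5 (2 nM; 0.06 mM NADH, 0.2 mM pyruvate, 5 min, RT) is measured via a resazurin/diaphorase fluorescence readout of residual NADH.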
Pol eta inh: qHTS for Inhibitors of Polymerase Eta; 1.2% of 390,000 active; DNA polymerase eta (Homo sapiens), Q9Y253; Potency, µM (top dose mostly 114 µM), without a hit: top-dose activity change, negative = inhibition, actives largely listed as inhibitors; AID 588591, 2011; recombinant Pol eta, fluorescent DNA replication assay; note: potency is the fitted concentration of half-maximal effect; % is set by controls: 0 for no effect and ±100 for the full control effect
Target sequence (Q9Y253 whole entry, looked up): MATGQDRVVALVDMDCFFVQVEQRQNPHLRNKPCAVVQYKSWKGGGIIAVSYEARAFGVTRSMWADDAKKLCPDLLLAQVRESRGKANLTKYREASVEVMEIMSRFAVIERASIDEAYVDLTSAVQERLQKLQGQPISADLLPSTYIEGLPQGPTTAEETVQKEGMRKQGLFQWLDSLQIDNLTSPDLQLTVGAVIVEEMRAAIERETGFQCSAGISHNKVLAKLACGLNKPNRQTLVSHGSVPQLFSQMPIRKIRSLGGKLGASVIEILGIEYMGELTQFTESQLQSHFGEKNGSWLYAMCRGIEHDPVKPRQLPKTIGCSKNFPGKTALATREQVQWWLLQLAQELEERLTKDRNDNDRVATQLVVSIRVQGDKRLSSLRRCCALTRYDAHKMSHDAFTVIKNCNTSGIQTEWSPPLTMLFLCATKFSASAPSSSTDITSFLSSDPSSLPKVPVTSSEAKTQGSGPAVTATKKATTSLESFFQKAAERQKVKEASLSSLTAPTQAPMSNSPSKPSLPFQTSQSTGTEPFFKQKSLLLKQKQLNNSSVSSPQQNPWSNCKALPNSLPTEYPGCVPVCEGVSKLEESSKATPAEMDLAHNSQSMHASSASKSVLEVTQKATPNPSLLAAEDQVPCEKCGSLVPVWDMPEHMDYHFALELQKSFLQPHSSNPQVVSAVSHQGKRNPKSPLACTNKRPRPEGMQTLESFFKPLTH
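Fluorescent replication assay: 50 nM final substrate added after a 15 min room-temperature compound preincubation with 10 nM enzyme. Signal taken at 0 min and again at 10 min.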
APEX1 inh: qHTS Assay for Inhibitors of the Human Apurinic/apyrimidinic Endonuclease 1 (APE1) | Potency, µM (top dose mostly 65.8 µM), for the others: at the highest dose activity change, negative = inhibition, usual class: inhibitors | AID 2517, 2012 | DNA repair nuclease/redox regulator APEX1 (Homo sapiens), P27695 | recombinant APE1, TAMRA/BHQ-2 abasic DNA cleavage fluorescence | 0.35% of 350,000 active;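 note: potency is the fitted concentration of half-maximal effect; plate controls were vehicle for no effect and reference inhibitor for full effect; nearly all actives have a fitted effect of over 55% in size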
Target sequence (P27695 whole entry, looked up): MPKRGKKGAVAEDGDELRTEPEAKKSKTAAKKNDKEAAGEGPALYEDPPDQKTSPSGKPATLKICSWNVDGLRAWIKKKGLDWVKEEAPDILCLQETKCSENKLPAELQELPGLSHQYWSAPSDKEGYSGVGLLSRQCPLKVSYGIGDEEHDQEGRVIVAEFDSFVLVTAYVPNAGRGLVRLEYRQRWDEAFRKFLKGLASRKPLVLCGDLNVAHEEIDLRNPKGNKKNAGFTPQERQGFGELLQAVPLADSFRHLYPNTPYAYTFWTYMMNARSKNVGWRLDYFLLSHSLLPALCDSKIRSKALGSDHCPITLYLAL
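Enzyme (0.75 nM final) and test compound are incubated 15 min at room temperature before adding 50 nM quenched THF abasic-site duplex. Cleavage dequenches TAMRA, followed at 525/598 nm over three reads one minute apart.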
RGS4 inh: Inhibitors of Regulator of G Protein Signaling (RGS) 4: qHTS; Transcreener GDP fluorescence polarization, RGS4-accelerated GTP hydrolysis; Potency, µM (series often up to 114 µM), without a hit: at the highest dose activity change, negative = inhibition, usual class: inhibitors; 0.039% of 390,000 active; AID 504845, 2011; note: potency is the fitted concentration of half-maximal effect; % is set by controls: 0 for no effect and ±100 for the full control effect; nearly all actives have a fitted effect of over 75% in size; some results filed as inactive show a strong effect at the top dose
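MLSMR compounds (23 nl, pin-transferred) preincubated 10 min at room temperature with a 500nM (2x) first reagent, then RGS4 at 900nM (2x) plus Transcreener GDP mix added; fluorescence polarization (620/688 nm) read before and after 90 min at 30 °C.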
* = called active by the depositor; i = inactive; ? = inconclusive; / = no result given; & = joins results of further samples; ! = not confirmed by another sample; [ ] = dose if it differs, or a comment. Unless noted, calls come from the whole dose curve; as a rule, active = well fitted curve in the direction sought with a large enough effect; inconclusive = small, poorly fitted or top-dose-only effect, or another doubt; inactive = no such curve, though single readings can be large; an effect the other way counts as inactive or inconclusive. Some of the compounds tested; rates above refer to the full screens.

ERG Ets-DNA blk,ALOX12 inh,Anesthetic bind,POLB inh,Pol kappa inh,LDHA inh,Pol eta inh,APEX1 inh,RGS4 inh,molecule
-4%,0%,-13%,21%,3%,-3,-13%,-4%,-22%,CCCOc1ccc(N2C(=O)CC(SCc3nc4ccccc4[nH]3)C2=O)cc1 (stereo not given)
20%,-3%,-13%,-1%,7%,-5,-21%,-5%,-26%,Fc1ccccc1NC(=S)N1CCC(c2ccccc2)C1 (stereo not given)
1%,-19%,2%,8%,-10%[60.1 µM],-2,3%,/,16%,Cc1cccc(NC(=O)c2cc(S(=O)(=O)NCCc3ccccc3)ccc2F)c1C
9%,75%[activator],-21%,-2%,-7%,-1,5%,-7%,19%,COc1ccc(CC(=O)N/N=C(\C)c2cccc(NC(=O)C3CC3)c2)cc1
11%,-18%,-11%,-11%,-3%,-3,-20%,-6%,-7%,Cc1ccc(S(=O)(=O)N2CCOC2CNC(=O)C(=O)NCCc2c[nH]c3ccccc23)cc1 (stereo not given)
2%,-25%,-12%,1%,13%,3,-8%,/,-8%,COc1ccc(-c2nc(SCC(=O)c3ccc(OC)c(Br)c3)n[nH]2)cc1
-8%,7%,/,/,-4%,-7,-1%,/,16%,CCC(=O)c1ccc(OCC(=O)NCCCN2CCOCC2)cc1
/,7%,-2%,19%,-3%,1,-8%,1%,-12%,CS(=O)(=O)Nc1ccc(C(=O)NCc2cccnc2)cc1
3%&-3%,-3%&-5%,-7%&-4%,6%&30%,2%&-44%,-4&1,-6%&-20%,-3%,10%&16%,COc1ccc(CCNC(=O)CN2C(=O)COc3ccc(S(=O)(=O)N4CCCC4)cc32)c(OC)c1
3%,-6%,-6%,0%,-2%,-1,5%,0%,10%,CC(O)c1nc2ccccc2n1Cc1ccc([N+](=O)[O-])cc1 (stereo not given)
-2%,0%,-16%,3%,1%,-5,-4%,-1%,0%,Cc1ccc(Nc2c(-c3ccccn3)nc3ccc(C)cn23)cc1
5%,?,43%[activator],8.9µM*,89µM*!,3,-6%,?,?,CN(C)[C@@H]1C(=O)C(C(N)=O)=C(O)[C@@]2(O)C(=O)C3=C(O)c4c(O)ccc(Cl)c4[C@@H](O)[C@H]3C[C@@H]12
-4%,3.5µM*,-17%,29%,-12%,-15,-4%,1%,12%,O=[N+]([O-])c1ccc(CN2CCN(c3ccc([N+](=O)[O-])cc3)CC2)cc1
-2%,46%,-11%,25%,-16%,-2,9%,-3%,13%,COc1cccc(C2/C(=C(/O)c3ccccc3)C(=O)C(=O)N2CCCC(=O)O)c1 (stereo not given)
-2%,?,0%,6%,-7%,-1,-16%,-6%,-10%,COc1cc(Br)cc(CN2CCN(c3ncccn3)CC2)c1O
3%,-13%,-7%,?,15%,-8,-13%,/,5%,COc1ccc(OC)c(CNC(=O)c2ccc3c(c2)c(C)c(C)n3C)c1
3%,i,-9%,53%,0%,-1,-23%,9%,-2%,CCN1C(=O)c2ccc(C(=O)NCc3ccco3)cc2C1=O
0%,-7%,?,8%,6%,-8,-19%,15%,-15%,COc1ccc(OCCC(=O)NC2CCCCC2)cc1
5%,8%,/,/,5%,5,-24%,28%,-7%,CCC(CO)Oc1cc(NC(=O)Cc2ccccc2F)c2ncn(C(C)C)c2c1 (stereo not given)
-3%,-10%,/,/,-14%,-1,-11%,-11%,-32%,COc1ccc(NC(=O)CN(C)C(=O)C(C)Oc2ccc(Br)cc2)cc1 (stereo not given)
0%,-3%,-10%,0%,-10%,-5,-8%,-4%,4%,Cc1ccc(C(=O)N2CC(C)SC2=Nc2cccc(S(=O)(=O)N(C)C)c2)cc1 (stereo not given)
-1%,-6%,/,/,-4%,-4,-9%,/,14%,O=C(O)C1C2C=CC(O2)C1C(=O)Nc1ccccn1 (stereo not given)
-4%,53%[activator],/,/,-25%,-10,-19%,14%,2%,Cc1onc(-c2ccccc2)c1C(=O)OCC(=O)NC(C)c1ccc(Cl)cc1 (stereo not given)
7%,14%,5%,101%[activator],8%,-9,-20%,3%,14%,NC1=NC(=Nc2cccc(S(N)(=O)=O)c2)c2ccccc21
/,3%,/,/,-7%,-6,-5%,15%,-18%,CC(CNC(=O)CN1C(=O)NC2(CCCCC2)C1=O)c1ccccc1 (stereo not given)
-13%,12%,-14%,-17%,-7%,-10,-9%,1%,-6%,CCOc1ccc(S(=O)(=O)N2CCCC2)cc1
-2%,-2%,-5%,-3%,-14%,1,-12%,-5%,-5%,Cc1[nH]nc(-c2ccc(O)c(C)c2O)c1-c1cnn(-c2ccccc2)c1
1%,-16%,-13%,-2%,-3%,-6,-11%,/,-23%,O=C(CSc1cn(CC(=O)N2CCCCC2)c2ccccc12)Nc1ccc(C(F)(F)F)cc1
-6%,?,-14%,14%,-10%,-1,?,-8%,?,O=C(c1ccc(Cl)cc1)C(CN1CCCCC1)c1ccccc1 (stereo not given)
0%,?,3%,?,-3%,-8,-8%,-5%,24%,COc1cc2c(cc1NC(=O)Nc1ccccc1)oc1ccccc12

A draw from above in order of SMILES length, ascending:
ERG Ets-DNA blk,ALOX12 inh,Anesthetic bind,POLB inh,Pol kappa inh,LDHA inh,Pol eta inh,APEX1 inh,RGS4 inh,molecule
0%,?,3%,?,-3%,-8,-8%,-5%,24%,COc1cc2c(cc1NC(=O)Nc1ccccc1)oc1ccccc12
-3%,-10%,/,/,-14%,-1,-11%,-11%,-32%,COc1ccc(NC(=O)CN(C)C(=O)C(C)Oc2ccc(Br)cc2)cc1 (stereo not given)
-4%,53%[activator],/,/,-25%,-10,-19%,14%,2%,Cc1onc(-c2ccccc2)c1C(=O)OCC(=O)NC(C)c1ccc(Cl)cc1 (stereo not given)
0%,-3%,-10%,0%,-10%,-5,-8%,-4%,4%,Cc1ccc(C(=O)N2CC(C)SC2=Nc2cccc(S(=O)(=O)N(C)C)c2)cc1 (stereo not given)

Later entries.
ERG Ets-DNA blk,ALOX12 inh,Anesthetic bind,POLB inh,Pol kappa inh,LDHA inh,Pol eta inh,APEX1 inh,RGS4 inh,molecule
3%,-2%,-16%,6%,-15%,-2,-21%,10%,16%,COc1cc(CN(C2CCCCC2C)S(=O)(=O)c2ccc(S(=O)(=O)NC3CC3)cc2)cc(OC)c1OC (stereo not given)
8%,9%,/,/,15%,1,-12%,2%,-3%,O=C(CN1C(=O)NC2(CCc3ccccc32)C1=O)Nc1ccc(Br)cc1F (stereo not given)
-17%,-18%,-19%,45µM*,-45%,-3,?,?,-2%,Cc1occc1-c1nnc(SCc2cc(=O)n3cc(Br)ccc3n2)n1C
-9%,22%,-12%,-1%,-10%,-1,-25%,-6%,-4%[11.4 µM],CCN1C(=O)NC(c2cc(Br)ccc2OC)C(C(=O)OC)=C1C (stereo not given)
-5%,2%,-4%,2%,-14%,-2,-5%,19%,26%,O=C(CSc1n[nH]c(=O)n1-c1cccnc1)Nc1ccccc1Cl
-5%,-4%,-6%,14%,0%,-2,3%,-5%,-14%,O=C(Nc1ccc2c(c1)OCCO2)c1ccccn1
5%,-6%,139%[activator],15%,-4%,-2,-11%,-5%,-14%,CCOC(=O)C1CCCN(c2oc(-c3ccc(F)cc3)nc2C#N)C1 (stereo not given)
2%,-11%,3%,-7%,4%,0,-14%,-11%,-4%,Cc1ccc(S(=O)(=O)N(C)C)cc1NC(=O)/C=C/c1cccs1
-3%,16%,23%,0%,-5%,-4,-10%,69%[activator],0%,Cn1c(SCC(=O)N2CCCC2)nnc1-c1ccc2c(c1)OCO2
-2%,-5%,?,-24%,-24%,-12,4%,10%,8%,Fc1ccccc1COc1ccc(/C=N/n2cnnc2)cc1
-1%,-8%,-7%,3%,4%[60.1 µM],-1,-19%,-10%,-2%,COC(=O)c1ccc(-n2cnc3ccccc32)nc1
-1%,-5%,-5%,2%,-1%,-8,8%,21%[12.4 µM],-2%,CN(C)C(CNC1CC(C)(C)NC(C)(C)C1)c1cccc(F)c1 (stereo not given)
-14%,27%,?,24%,3%,-7,-6%,24%,-15%,CC1(C(=O)N/N=C/c2ccccc2)CC1(Cl)Cl (stereo not given)
-3%,-6%,-18%,?,-6%,-2,-20%,10%,-3%,CCc1ccc(-c2nc(SCC(=O)N(CCOC)c3c(N)n(Cc4ccccc4)c(=O)[nH]c3=O)n[nH]2)cc1
-13%,-4%,-22%,18µM*,?,-3,16µM*,-2%,-29%,C#Cc1ccc(C(=O)NCc2ccc(N3CCCC3=O)cc2)cc1
-2%,6%,-13%,24%,-5%,-5,-11%,18%,-2%,COc1ccc(CN(CC(=O)NCc2ccco2)C(=O)CCC(=O)Nc2ccccn2)cc1
4%,6%,-23%,32%,-14%,-11,-17%,11%,15%,CC(C)NC(=O)Cn1c(SCC(=O)N2c3ccccc3CC2C)nc2ccccc21 (stereo not given)
